Screening results from PubChem BioAssay.
aSyn tox rescue – alpha-synuclein toxicity suppression in yeast; S. cerevisiae alpha-synuclein toxicity rescue, BacTiter-Glo growth, 24 h; Potency, µM (titrated, usually from 46.1 µM), without a hit: at the highest dose growth rescue (activation), most hits filed as activators; 94,000 tested, 0.02% active; AID 1347070; active means well fitted activation curve with a large enough effect; inconclusive means small, poorly fitted or top-dose-only effect; further: 0% is about no effect
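Growth restoration measured by BacTiter-Glo luminescence after 24 hr at 30 deg C; alpha-synuclein yeast, raffinose-pregrown to mid-log, were added at OD600=0.02 in galactose medium onto pinned compounds.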
Active calls of the source: *; & = joins results of further samples; [ ] = another dose, or the depositor's remark. Potency means the concentration at half of the fitted maximal effect.

Screening O=c1c2oc3ccccc3c2n(Cc2ccccc2F)c(=O)n1Cc1ccco1 returned aSyn tox rescue -4.6%.
For COc1ccc(CCNc2nc3c(c(=O)n(C)c(=O)n3C)n2Cc2ccc(F)cc2)cc1OC the results were aSyn tox rescue 7.9%.
`Cn1cccc1/C=C(/C#N)C(N)=S` gave aSyn tox rescue -10.7%.
For CCc1ccc(S(=O)(=O)c2nnn3c2nc(N2CCN(CC)CC2)c2sccc23)cc1 the results were aSyn tox rescue 1.1%.
For COc1ccc(C(=O)Nc2nc3n(n2)C(c2ccc(F)cc2)C=C(c2ccc(Cl)cc2)N3)cc1 (configuration not stated) the results were aSyn tox rescue 4.1%.
For CC(=O)N1CCN(S(=O)(=O)c2cccc(C(=O)Nc3ccc(F)c(F)c3)c2)CC1 the results were aSyn tox rescue -3.1%.
`Cc1ccc(NC(=O)Cn2c(=O)n(-c3ccccc3)c(=O)c3ccc(C(=O)NCc4ccc5c(c4)OCO5)cc32)cc1` gave aSyn tox rescue -8.4%.
For S=C1NCN(C2CCCCC2)CN1CCc1ccccc1 the results were aSyn tox rescue -1.1%.
Cc1cc(C)c(S(=O)(=O)N(C)CC(=O)NCc2ccncc2)c(C)c1 was read as aSyn tox rescue 0.1%.
Screening CC(=O)N1CCCc2cc(S(=O)(=O)N(C)CC(=O)Nc3ccccc3)ccc21 returned aSyn tox rescue -1.0%.
Screening O=C1C2CC(O)CN2C(=O)N1c1ccccc1 (configuration not stated) returned aSyn tox rescue -0.1%.
For CCOc1ccccc1N1CC(C(=O)Nc2cc(Cl)ccc2-n2cncn2)CC1=O (configuration not stated) the results were aSyn tox rescue -1.4%.
Screening Cc1ccc2c(c1)CC(C)N2S(=O)(=O)c1nnc(NC(=O)CC(C)C)s1 (configuration not stated) returned aSyn tox rescue -9.1%.
Cn1c(C(=O)Nc2cccc(C(F)(F)F)c2)cc2c(=O)n3ccccc3nc21 was read as aSyn tox rescue -4.3%.
For C#CCn1c(=NC(=O)c2ccc(Br)s2)sc2cccc(OC)c21 the results were aSyn tox rescue 4.7%.
c1ccc(-c2cc(-c3ccc(N4CCOCC4)cc3)nc3ccccc23)cc1 was read as aSyn tox rescue -4.4%.
For CCOC(=O)N1CCc2c(sc3c2c(=O)n(-c2ccc(CC)cc2)c(=O)n3Cc2cccc(Cl)c2)C1 the results were aSyn tox rescue -3.1%.
`Cc1ccccc1C(OCC(O)CN1CCC(C(N)=O)CC1)c1ccccc1` (configuration not stated) gave aSyn tox rescue -8.3%.
For CC(C)(C)OC(=O)N1CCC(c2c(C(=O)N3CCCCC3)cnn2-c2ccc(Cl)cc2)CC1 the results were aSyn tox rescue 3.0%.
CCOC(=O)c1cnc2ccc(OCC)cc2c1NCCc1ccc(OC)c(OC)c1 was read as aSyn tox rescue -9.8%.
For Cc1ccccc1NC(=O)CSc1nc(-c2ccc(F)cc2)nc2c1Cc1ccccc1O2 the results were aSyn tox rescue 0.3%.
`O=C(CCN1C(=O)c2ccccc2Sc2ncccc21)Nc1ccc(F)cc1` gave aSyn tox rescue -8.9%.
`CC1CCc2cc(F)ccc2N1C(=O)C12CCC(C)(C(=O)O1)C2(C)C` (configuration not stated) gave aSyn tox rescue -6.5%.
Screening COc1cc(CNc2ccc3c(c2)ncn3C(C)C)cc(OC)c1OC returned aSyn tox rescue -5.9%.
O=C(N/N=C/c1ccccc1C(F)(F)F)c1ccc(O)cc1 was read as aSyn tox rescue 6.1%.
Cn1c(=O)c2c(SC3CCCC3)nc(C3CC3)nc2n(C)c1=O was read as aSyn tox rescue 2.3%.
Screening COc1ccc(Nc2ncc(C(=O)Nc3ccc(F)cc3F)c3ccccc23)cc1 returned aSyn tox rescue -7.3%.
CCOCCN1CCN(C(=O)CN2CCCC2=O)CC1 was read as aSyn tox rescue -13.0%.
`O=C(Nc1ccc(F)cc1Cl)C1=COCCO1` gave aSyn tox rescue 5.6%.
Screening O=c1c2ccccc2n(Cc2c(F)cccc2Cl)c(=O)n1CCc1ccccc1 returned aSyn tox rescue 4.8%.
For CCc1cccc(C)c1NC(=O)c1cc(C)nc2c1c(C)nn2-c1cccc(Cl)c1C the results were aSyn tox rescue 5.3%.
Screening O=C(c1ccco1)N1CCN(c2ncccn2)CC1 returned aSyn tox rescue 0.1%.
`Nc1nc(Cl)c(C=O)c(N2CCCCC2)n1` gave aSyn tox rescue 0.7%.
Screening Cc1ccccc1CNC(=O)c1c(C)oc2c1C1=NCCN1C=N2 returned aSyn tox rescue -8.9%.
For COc1ccc(NC(=O)CC23CC4CC(C2)CC(n2nnc(C)n2)(C4)C3)cc1 the results were aSyn tox rescue -1.1%.
O=C(O)C(=Cc1ccnc2ccccc12)C(=O)O was read as aSyn tox rescue 4.9%.
Screening Clc1ccc(Nc2c(-c3ccccc3Cl)nc3ccc(Cl)cn23)cc1 returned aSyn tox rescue -33.7%[inhibitor].
O=C(CCS(=O)(=O)c1nc(-c2cccs2)cc(C(F)(F)F)n1)Nc1cccc(O)c1 was read as aSyn tox rescue -15.5%.
Screening COc1ccccc1NC(=O)C(=O)N/N=C(\C)CC(=O)Nc1ccccc1C(F)(F)F returned aSyn tox rescue -4.1%.
`CC(C)(C)NC(=O)NCC1CCCC1NC(=O)NC(C)(C)C` (configuration not stated) gave aSyn tox rescue -10.7%.
`COc1ccc(C(=O)Nc2cc(C)c(O)c(-c3nc4ccccc4s3)c2)cc1OC` gave aSyn tox rescue -6.3%.
`COc1ccc(CCNC(=O)C(=O)NCC2CCCN2S(=O)(=O)c2cccs2)cc1` (configuration not stated) gave aSyn tox rescue -8.8%.
Cc1ccccc1NC(=O)NCc1cccnc1 was read as aSyn tox rescue -13.4%.
`COc1ccc2c(c1)-c1nc(NC(=O)c3cc(OC)c(OC)c(OC)c3)sc1CC2` gave aSyn tox rescue -9.1%.
Screening Cc1ccc(NC(=O)C2CCCN2S(=O)(=O)c2ccc3c(c2)n(C)c(=O)c(=O)n3C)cc1 (configuration not stated) returned aSyn tox rescue -14.3%&-8.3%.
Screening Cc1c(Cl)cccc1NC(=O)c1ccc(NC(=O)N2CCSc3ncccc32)cc1 returned aSyn tox rescue -2.2%.
Cc1nc(-c2ccc(S(=O)(=O)Nc3ccc(Cl)c(C(F)(F)F)c3)cc2)co1 was read as aSyn tox rescue -2.2%.
`COc1ccc(NC(=O)C(=O)NCc2ccco2)c(OC)c1` gave aSyn tox rescue -4.5%.
CC(C)(C)OC(=O)N1CCC(c2nnc(SCc3ccccc3Cl)o2)CC1 was read as aSyn tox rescue 6.9%.
`CN(C)c1ccc(CNC(=O)c2ccccc2NC(=O)c2nsc3ccccc23)cc1` gave aSyn tox rescue -15.0%.
Screening COc1ccc(CCNc2nc3ccc(Cl)cc3n3cnnc23)cc1OC returned aSyn tox rescue 4.5%.
For COc1cc(OC)cc(C(=O)NCC(=O)OCC(=O)Nc2ncc(Cl)cc2Cl)c1 the results were aSyn tox rescue -8.1%.
Cc1ccc2c(=O)cc(C(=O)Nc3nc4ccc(Cl)cc4s3)oc2c1C was read as aSyn tox rescue -9.5%.
Cc1ccc(NC(=O)c2cnc(N3CCCCC3)c3ccccc23)c(C)c1 was read as aSyn tox rescue -8.3%.
`COc1ccc(N2CCN(C(=O)c3cc4c(=O)n(Cc5cccs5)ccc4nc3C)CC2)cc1` gave aSyn tox rescue -2.6%.
Clc1ccccc1-c1nnc(SCc2nc(-c3ccccc3)no2)n1-c1ccccc1 was read as aSyn tox rescue 6.3%.
For COc1ccc2c(c1)c(=O)c(C(=O)c1ccccc1)cn2CC(=O)Nc1ccc2c(c1)OCCO2 the results were aSyn tox rescue -0.7%.
For COc1ccc(-c2nc(-c3ccccc3)c(-c3ccccc3)[nH]2)cc1Br the results were aSyn tox rescue -5.6%.
For CCCCn1c(N)c(N(CC(C)C)C(=O)CCNC(=O)c2ccc(Br)cc2)c(=O)[nH]c1=O the results were aSyn tox rescue -4.2%.
N#C/C(=C/c1ccco1)C(N)=S was read as aSyn tox rescue -5.8%.

6 neighbouring records out of the list so far, quoted:
`COc1ccc(N2CCN(C(=O)c3cc4c(=O)n(Cc5cccs5)ccc4nc3C)CC2)cc1` gave aSyn tox rescue -2.6%.
Clc1ccccc1-c1nnc(SCc2nc(-c3ccccc3)no2)n1-c1ccccc1 was read as aSyn tox rescue 6.3%.
For COc1ccc2c(c1)c(=O)c(C(=O)c1ccccc1)cn2CC(=O)Nc1ccc2c(c1)OCCO2 the results were aSyn tox rescue -0.7%.
For COc1ccc(-c2nc(-c3ccccc3)c(-c3ccccc3)[nH]2)cc1Br the results were aSyn tox rescue -5.6%.
For CCCCn1c(N)c(N(CC(C)C)C(=O)CCNC(=O)c2ccc(Br)cc2)c(=O)[nH]c1=O the results were aSyn tox rescue -4.2%.
N#C/C(=C/c1ccco1)C(N)=S was read as aSyn tox rescue -5.8%.

The listing continues:
Screening Cc1ccc(Cl)cc1NC(=O)CSc1ccc(C(=O)O)cn1 returned aSyn tox rescue 8.0%.
`O=S(=O)(c1ccccc1)c1nc(-c2ccccc2Cl)oc1N1CCCCCC1` gave aSyn tox rescue -4.6%.
`COc1ccc(C(=O)NCCS(=O)(=O)N2CCCCCC2)cc1` gave aSyn tox rescue 0.3%.
COc1ccc(CC(=O)NCCS(=O)(=O)N2CCN(c3ccc(F)cc3)CC2)cc1OC was read as aSyn tox rescue -2.1%.
Screening Cc1oc(-c2ccccc2)nc1C(=O)OCC(=O)NCc1ccc(F)cc1 returned aSyn tox rescue 4.5%.
For Cc1ccc(N2C(=O)Cc3ccccc3C2=O)cc1 the results were aSyn tox rescue 6.8%.
COc1ccc(C)cc1N(C(=O)c1snc(C(N)=O)c1N)C(C(=O)NC1CCCCC1)c1ccc(C)o1 (configuration not stated) was read as aSyn tox rescue 6.2%.
CCOc1ccc(CCNCc2c(C(=O)O)c(C)n(Cc3ccccc3F)c2C)cc1 was read as aSyn tox rescue 10.1%.
For O=S(=O)(c1ccc(F)cc1)c1nc(-c2ccco2)oc1NCCCn1ccnc1 the results were aSyn tox rescue 3.1%.
COc1ccc(OC)c(CNC(=O)CCCn2ccc3cc(S(=O)(=O)N4CCCC4)ccc32)c1 was read as aSyn tox rescue -1.6%.
Screening CC(C)c1ccc(NC(=O)CN(C)S(=O)(=O)c2ccc3c(c2)c(=O)n(C)c(=O)n3C)cc1 returned aSyn tox rescue 3.5%.
Screening CCOC(=O)c1cc(C)nc(SC)c1C#N returned aSyn tox rescue -5.4%.

Part of the list above in order of SMILES length, lowest first:
Screening CCOC(=O)c1cc(C)nc(SC)c1C#N returned aSyn tox rescue -5.4%.
COc1ccc(CC(=O)NCCS(=O)(=O)N2CCN(c3ccc(F)cc3)CC2)cc1OC was read as aSyn tox rescue -2.1%.
COc1ccc(C)cc1N(C(=O)c1snc(C(N)=O)c1N)C(C(=O)NC1CCCCC1)c1ccc(C)o1 (configuration not stated) was read as aSyn tox rescue 6.2%.

Additional records.
Screening Cc1oc2ncn(CC(C)C)c(=O)c2c1C(=O)NCCCN1CCCCC1 returned aSyn tox rescue 5.7%.
For CCc1ccccc1NC(=O)c1cc(-c2ccc3c(c2)OCO3)on1 the results were aSyn tox rescue -13.7%&-13.3%.
COc1ccccc1Nc1nn2c(=O)c3ccc(C(=O)NC(C)c4ccccc4)cc3nc2s1 (configuration not stated) was read as aSyn tox rescue -3.7%.
For CC(C)(C)c1cc(NC(=O)CSc2nnc(N)s2)n(-c2ccccc2)n1 the results were aSyn tox rescue -3.8%.
`Cc1ccc2nc(Nc3cccc(C(F)(F)F)c3)c3nnnn3c2c1` gave aSyn tox rescue -4.2%.
Screening CC(=O)N1c2ccccc2CC1C(=O)N1CCN(c2cccc(Cl)c2)CC1 (configuration not stated) returned aSyn tox rescue 11.5%.
Screening Cc1cc(Cl)ccc1NS(=O)(=O)c1ccc2c(c1)CC(C)N2C(=O)C1CCC1 (configuration not stated) returned aSyn tox rescue inconclusive.
Cc1ccc(C(=O)N(Cc2nnc(-c3ccccc3Cl)o2)C2CC2)o1 was read as aSyn tox rescue 5.8%.
`O=C(OCc1c(F)cccc1Cl)c1cnc(Cl)c(Cl)c1` gave aSyn tox rescue 6.0%.
CCCn1c2ccccc2c2cnn(CC(=O)N3CCC(C(=O)OCC)CC3)c(=O)c21 was read as aSyn tox rescue 7.8%.
For CNC(=S)/N=C/NOCc1c(Cl)cccc1Cl the results were aSyn tox rescue 9.6%.
NC(=O)COc1ccc(/C=N/NS(=O)(=O)c2ccccc2)cc1 was read as aSyn tox rescue -10.6%.
`O=C(Nc1ccc2oc(=O)ccc2c1)c1ccc2ccccc2c1` gave aSyn tox rescue -7.3%.
O=C(c1ccccc1)N1CCN(CCc2ccccn2)CC1 was read as aSyn tox rescue -14.8%&3.8%.
Screening CC(SC1=NCCS1)C(=O)Nc1nnc(-c2ccc(Cl)cc2)s1 (configuration not stated) returned aSyn tox rescue 8.6%.
For COc1ccc(N(C(=O)c2ccccc2C)S(=O)(=O)c2ccc3c(c2)n(C)c(=O)n3C)cc1 the results were aSyn tox rescue 0.2%.
For CC1CCN(C(=O)CSc2nnc(-c3ccccc3)o2)CC1 the results were aSyn tox rescue -2.4%.
`CCC1(C)CC(=O)c2c(ccc3oc(C(=O)Nc4ccc(C(C)=O)cc4)c(C)c23)O1` (configuration not stated) gave aSyn tox rescue -0.1%.
For CN(Cc1ccccc1)C(=O)c1cc(-c2cccc(Cl)c2)on1 the results were aSyn tox rescue 7.8%.
For Cc1ccc(S(=O)(=O)N2CCCCC2)cc1NC(=O)Cn1cnc2c1c(=O)n(C)c(=O)n2C the results were aSyn tox rescue 8.6%.
Screening CN1CCN(C(CNC(=O)c2c(F)cccc2F)c2ccc3c(c2)OCO3)CC1 (configuration not stated) returned aSyn tox rescue -5.7%.
For COc1cccc(CC(=O)Nc2c(C(=O)N3CCN(c4ccccc4F)CC3)oc3ccccc23)c1 the results were aSyn tox rescue -8.8%.
For CCCc1nn2c(=O)cc(COC(=O)c3cccc(NC(=O)COc4ccc(F)cc4)c3)nc2s1 the results were aSyn tox rescue -3.0%.
`COc1cccc(-n2nnc3c(=O)n(CC(=O)Nc4ccccc4C)cnc32)c1` gave aSyn tox rescue 3.8%.

Some of the compounds tested, so the mix of outcomes need not match the whole.
